# ERAP1 HTS inh: ERAP1 (human) enzyme inhibition; Q9NZ08; recombinant ERAP1, Leu-AMC fluorescence, 60 min; inhibition, % at 10.7 µM; 340,000 compounds, 0.15% hits;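 active means mean replicate inhibition of at least 30%, or all replicates individually reaching that 30% level; inactive means mean below 30% and not every replicate reaching it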;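 further: 0% = neutral control wells and 100% = L-leucinethiol positive control wells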
# Target sequence (Q9NZ08 whole entry, looked up): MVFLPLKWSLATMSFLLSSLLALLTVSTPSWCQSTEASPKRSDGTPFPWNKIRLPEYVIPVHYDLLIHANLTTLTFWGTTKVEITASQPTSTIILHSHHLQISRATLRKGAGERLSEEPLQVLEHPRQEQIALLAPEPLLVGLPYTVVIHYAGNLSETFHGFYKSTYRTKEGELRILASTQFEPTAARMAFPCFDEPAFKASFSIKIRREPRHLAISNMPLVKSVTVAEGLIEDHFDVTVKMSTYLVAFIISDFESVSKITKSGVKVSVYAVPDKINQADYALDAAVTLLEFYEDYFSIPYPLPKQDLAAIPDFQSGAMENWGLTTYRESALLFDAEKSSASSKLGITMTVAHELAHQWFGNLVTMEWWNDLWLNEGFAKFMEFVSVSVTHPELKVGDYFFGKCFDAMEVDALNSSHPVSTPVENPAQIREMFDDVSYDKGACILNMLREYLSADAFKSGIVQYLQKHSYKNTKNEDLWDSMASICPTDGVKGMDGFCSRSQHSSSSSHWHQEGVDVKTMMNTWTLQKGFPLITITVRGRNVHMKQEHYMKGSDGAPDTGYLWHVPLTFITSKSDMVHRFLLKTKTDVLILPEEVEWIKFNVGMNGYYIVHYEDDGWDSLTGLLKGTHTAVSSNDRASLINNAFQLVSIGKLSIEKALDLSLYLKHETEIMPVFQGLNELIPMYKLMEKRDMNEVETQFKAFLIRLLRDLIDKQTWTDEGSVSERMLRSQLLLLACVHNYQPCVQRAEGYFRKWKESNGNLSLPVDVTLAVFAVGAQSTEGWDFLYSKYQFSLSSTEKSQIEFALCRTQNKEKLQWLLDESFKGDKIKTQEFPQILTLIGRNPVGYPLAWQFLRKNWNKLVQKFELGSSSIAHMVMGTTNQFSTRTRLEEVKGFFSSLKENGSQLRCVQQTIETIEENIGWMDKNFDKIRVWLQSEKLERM
# PGC1a acetyl inh: lowers PGC1a acetylation signal in U2OS cells; AID 651687; 350,000 compounds, 0.17% hits; AlphaScreen anti-acetyl-lysine; with virally co-expressed GCN5 acetyltransferase; inhibition, % at 15.6 µM;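 active means every replicate shows inhibition of at least 40%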;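 further: 0% = neutral control wells and 100% = positive control wells; some results beyond the cut were filed as inactive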
# FN deposition inh: fibronectin deposition inhibition. inhibition, % at 12.6 µM. AID 743247. AH1F fibroblasts, Alexa488-fibronectin deposition fluorescence, overnight. 350,000 compounds, 0.086% hits;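 active means mean inhibition across replicates of 30% or more, regardless of how many single replicates reach that level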;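 further: positive control wells lacked labelled fibronectin entirely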
#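 test system = AH1F fibroblasts assembling fluorescent fibronectin matrix | quantity = 10000 AH1F cells per well | buffer or medium = DMEM plus 2% serum, read in PBS | doses = single dose, pinned | incubation = 1 h cell attachment, overnight exposure to compound and label | detection = fluorescence at 485 nm excitation, 525 nm emission | read-out basis = inhibition from reduced deposited-fibronectin fluorescence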
# PAX8 inh HTS: inhibitors of PAX8 transcriptional activity in RMG-I cells. RMG-I TPO-luciferase reporter, SteadyGlo, 24 h. inhibition, % at 12.6 µM. 360,000 compounds, 1.2% hits;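 active means mean replicate inhibition at least 60% with every replicate also reaching 60%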;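 further: luciferase light reporting Pax8 driven TPO promoter activity; plate controls were median of neutral control wells for no effect and mitoxantrone controls for full effect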
# S100A4 MyoIIA: inhibitors of human S100A4 binding to myosin IIA peptide | P26447 | S100A4/TAMRA-MyoIIA peptide fluorescence polarization | inhibition, % at 10.7 µM | 360,000 compounds, 0.14% hits | AID 652163;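 active means mean inhibition of at least 70% across replicates, with every replicate also reaching that level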
# Target sequence (P26447 whole entry, looked up): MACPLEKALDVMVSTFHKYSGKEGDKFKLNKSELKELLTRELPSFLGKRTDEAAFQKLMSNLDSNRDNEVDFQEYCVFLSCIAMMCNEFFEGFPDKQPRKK
#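 Material: S100A4 monomer (human). Medium: Calcium-containing HEPES buffer, pH 7.2. Probe or stimulus: labelled myosin peptide probe, 5 nM. Compound dosing: one concentration per compound. Timing: polarization read 5 min after assay mix addition, stable 5–60 min. Benchmarks: DMSO as neutral control, TFP as positive control.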
# EWS-Fli block: EWS/Fli transcriptional activity inhibition; A673 NR0B1-luciferase reporter, viability-normalised; inhibition, % at 12.6 µM; 350,000 compounds, 0.67% hits;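 active means mean inhibition of at least 50% after viability correction, with every replicate also passing that limit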;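 further: firefly luciferase signal divided by Alamar Blue viability fluorescence both relative to DMSO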
# LGR2 inh: blocks bursicon-induced cAMP signaling via Drosophila LGR2. HEK293 LGR2, CRE-luciferase, bursicon-stimulated, 4 h. inhibition, % at 9.99 µM. 380,000 compounds, 0.35% hits. AID 720647;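 active means drop in luminescence signal, shown as inhibition above about 50% in the replicate tests, limit read from the data, passing the limit was not always enough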;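 further: agonist challenge used bursicon conditioned medium at about half maximal strength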
# PglD DTNB: inhibitors of Campylobacter jejuni PglD acetyltransferase. purified PglD enzyme, DTNB colorimetric CoA detection. inhibition, % at 12.5 µM. 360,000 compounds, 0.098% hits. AID 602405; in the data active means inhibition above about 16%, passing the limit was not always enough; further: strong numbers were not always called active
# * hit, by the source's call; nt = no result given; & = joins results of further samples.
SMILES,ERAP1 HTS inh,PGC1a acetyl inh,FN deposition inh,PAX8 inh HTS,S100A4 MyoIIA,EWS-Fli block,LGR2 inh,PglD DTNB
Cc1ccccc1-c1cc(C(=O)NCc2cccs2)nn1CC1CC(c2cccc([N+](=O)[O-])c2)=NO1 (centres undefined),nt,nt,-10,16,-5,18,-7,-4
CN1c2ccc(Br)cc2[C@H]2[C@H](CCN2C(=O)Nc2cccc(F)c2)[C@H]1CO,nt,7,2,4,nt,-22,-3,-4
COc1ccc(NC(=O)CCN=C2NS(=O)(=O)c3ccccc32)cc1S(=O)(=O)N(C)C,-2,-2,-2,3,-1,2,-1,4
O=C(Nc1ccc(F)cc1)N1CCCCN2[C@H](C1)[C@@H](c1ccc(C#CC3CC3)cc1)[C@@H]2CO,nt,-3,nt,8,nt,2,-10,-3
CCCc1nnc(NC(=O)CCC(=O)N2CCN(S(=O)(=O)c3ccc(F)cc3)CC2)s1,2,-1,-1,-3,0,0,-11,-1
O=S(=O)(Nc1ccc(OC(F)(F)F)cc1)c1cccc2nonc12,7,nt,4,-8,-3,1,4,nt
CC1=[N+](C)N(c2ccccc2)C(=O)C1N=Cc1c(Cl)cccc1Cl (centres undefined),-2,nt,-6,-13,-3,9,nt,4
COc1ccc(C)cc1NCc1ccc([N+](=O)[O-])cc1,-2,1,3,7,-2,-5,-20,7
CCCCC(=O)N(C)c1c(CC)nc2c(OCc3ccc(C(F)(F)F)cc3)cccn12,-3,-18,nt,23,-3,6,9,-5
COc1ccc(CNC(=O)C[C@H]2C[C@H]3c4cc(N(C)C)ccc4O[C@H]3[C@H](CO)O2)cc1,0,-5,-6,nt,5,-4,-5,2
Cc1c(CN2CCC(C(=O)Nc3ccc(Oc4ccccc4)nc3)CC2)cnn1C,-6,-5,9,21,0,nt,6,1
Cc1noc2ncnc(N3CCN(c4cccc(Cl)c4)CC3)c12,-3,-5,-5,45,-2,1,11,nt
CNC(=O)C(=O)N/N=C/c1cccnc1,7,-1,-1,-1,5,-17,3,nt
O=C(N/N=C/c1ccccc1F)c1ccc(COc2ccccc2Cl)o1,nt,-3,nt,-21,nt,nt,-10,-1
Nc1c(S(=O)(=O)O)cc(NC(=O)c2ccccc2)c2c1C(=O)c1ccccc1C2=O,3,11,nt,nt,2,nt,nt,6
NC(=O)NN=C1CCn2cccc21,0,nt,7,nt,16,-2,0,nt
C[C@@H]1CN([C@@H](C)CO)C(=O)Cc2cc(NS(=O)(=O)c3cn(C)cn3)ccc2O[C@H]1CN(C)Cc1ccc2c(c1)OCO2,nt,-5,-2,0,nt,-6,7,1
CCc1noc(C)c1C(=O)N(CCOC)c1c(N)n(CC(C)C)c(=O)[nH]c1=O,95*,-3,nt,-8,0,nt,-7,4
CCOc1cc(CNCC2CCCN2CC)cc(Cl)c1OC (centres undefined),nt,-6,0,1,4,-7,-20,4
Cc1nc(CCNC(=O)c2cccs2)cs1,-1,9,nt,nt,-2,-13,2,-3
CC1(c2ccc3ccccc3c2)NC(=O)N(CC(=O)N2CCC(C(N)=O)CC2)C1=O (centres undefined),-3,5,4,-10,-16,1,-2,nt
C[C@@H]1CN([C@H](C)CO)C(=O)c2cccc(NC(=O)c3nc4ccccc4s3)c2O[C@H]1CN(C)S(=O)(=O)c1ccc(Cl)cc1,-2,11,-6,66*,-1,15,19,-4
C[C@H](CO)N1C[C@H](C)[C@H](CN(C)CC2CCCCC2)OCCCC[C@H](C)Oc2ccc(NC(=O)Nc3ccc(F)cc3)cc2C1=O,2,-12,nt,2,-19,-9,-23,-1
Cc1nc(CN2CCCC2=NC#N)n(-c2ccccc2)n1,6,-6,nt,nt,10,-3,14,2
CCC(=O)Nc1cccc2cccnc12,2,nt,1,8,-5,1,10,-1
C[C@H](CO)N1C[C@H](C)[C@H](CN(C)C(=O)Nc2ccc(F)cc2)OCCCC[C@H](C)Oc2ccc(NC(=O)Nc3ccc(F)cc3)cc2C1=O,2,0,-3,19,-2,-7,53*,1
COC(=O)c1ccc(CN2CCCC(C(=O)Nc3ccc(-c4ccn[nH]4)cc3)C2)cc1 (centres undefined),5,nt,-1,0,-2,-3,-8,-1
COc1ccccc1C(=O)Nc1ccnn1C1CCN(Cc2cnn(C)c2C)CC1,-2,nt,-6,14,-1,-1,12,nt
CCN(CC)N=Nc1ccc(S(=O)(=O)Nc2nc(C)cc(C)n2)cc1,-2&-1,-7,1&1,5&-5,-5&2,-5&2,20&10,0&-1
COC(=O)c1ccc(COC(=O)CNS(=O)(=O)c2ccc(C)cc2)cc1,3,1,2,-109,1,-9,-71,nt

# The list continues.
SMILES,ERAP1 HTS inh,PGC1a acetyl inh,FN deposition inh,PAX8 inh HTS,S100A4 MyoIIA,EWS-Fli block,LGR2 inh,PglD DTNB
CN(C)CC#Cc1ccc([C@H]2[C@H]3CN(S(=O)(=O)c4ccccc4F)CCCCN3[C@H]2CO)cc1,0,2,nt,-15,-2,-2,0,1
COc1ccc(C2c3c(C)nn(-c4ccccc4)c3NC(=O)N2c2ccccc2)cc1 (centres undefined),-3,nt,-12,21,2,2,10,nt
COc1ccc(N=Cc2c(O)n(-c3ccc(OC)cc3)c(=O)c3ccccc23)cc1,-3,2,-2,-6,-24,17,3,nt
O=S(=O)(c1ccc(=S)[nH]c1)N1CCCCCC1,0,33,-22,3,8,-3,-9,1
C[C@@H](NC(=O)C[C@@H]1C=C[C@@H](NC(=O)C2CCC2)[C@@H](CO)O1)c1ccccc1,1,7,-12,3,2,-5,13,0
CC(=O)/C(N=Nc1cc2c(c([N+](=O)[O-])c1C)C(C)(C)CC2(C)C)=C(\C)O,4,-5,4,16,-1,19,nt,2
COc1ccccc1NC(=O)N1C[C@@H](O)COC[C@@H]2O[C@H](CC(=O)N3CCC(Cc4ccccc4)CC3)CC[C@H]21,nt,-2,-1,12,nt,6,0,-2
CC1=NN(c2ccc(S(=O)(=O)O)cc2Cl)C(=O)C1,1,nt,-2,15,1,10,15,nt
Cc1c(C(=O)NC(c2ccccn2)C(F)(F)F)oc2c(F)cccc12 (centres undefined),2,5,2,8,-3,nt,23,nt
CC(=O)Nc1ccccc1OC(C)C(=O)NC(C)c1ccc(F)cc1 (centres undefined),0,nt,4,24,1,-1,-3,nt
O=C(NC(Cc1ccccc1)C(=O)O)/C(=C\c1ccco1)NC(=O)c1ccccc1Br (centres undefined),nt,-17,1,-16,nt,nt,27,-2
Cc1onc(-c2c(Cl)cccc2Cl)c1C(=O)NCc1ccc(S(N)(=O)=O)cc1,-2,-8,-1,11,-2,9,nt,5
CN(C)Cc1cc(OCc2ccccc2)cc(CN(C)C)c1O,-3,-3,3,-10,-3,-6,0,-2
C=CCn1c(SCC(=O)N2CCC(C)CC2)nc2c([nH]c3ccccc32)c1=O,-4,nt,14,16,16,-8,-14,3
Cc1ccc(S(=O)(=O)N(C)C[C@@H]2Oc3ccc(NC(=O)c4ccncc4)cc3C(=O)N([C@@H](C)CO)C[C@H]2C)cc1,-3,-5,nt,5,1,-5,3,0
O=C(Cc1ccccc1)NCCS(=O)(=O)N1CCN(c2ccccc2)CC1,-1,3,-8,0,-5,-7,14,-2
C[C@@H]1CN([C@@H](C)CO)C(=O)c2cc(NC(=O)Cn3cnnn3)ccc2O[C@@H]1CN(C)S(C)(=O)=O,0,5,nt,nt,6,-1,18,-2
CCCCNCC1C(Oc2ccc(Cl)cc2)C(=O)N1c1ccccc1C (centres undefined),5,nt,nt,3,-4,12,3,nt
COc1cccc2cc(C(=O)N3CC(C)OC(C)C3)c(=O)oc12 (centres undefined),-2,nt,0,22,3,-26,0,-4
CCCOc1ccc(Cc2c(Cl)nc(SC)nc2N(C)C)cc1,-1,nt,-5,1,-2,19,5,nt
CC(C)[C@@H](NC(=O)OC(C)(C)C)C(=O)NCC1CCC(C(=O)N[C@@H](Cc2ccccc2)C(=O)O)CC1 (some centres undefined),1,0,-2,10,-2,1,20,-62
CC(=O)N(c1ccccc1)c1nc(C)cc(C)c1C#N,nt,6,-4,5,nt,nt,nt,2
O=C(COc1cc([N+](=O)[O-])cc2cccnc12)NCCC1=CCCCC1,3,nt,-1,-5,-6,-22,3,-3
Cc1ccc(-c2nnc3cccc(Cl)n23)cc1,-1,6,-12,-8,-2,-1,-1,4
NC(=O)NC(CC(=O)NCCc1ccc(S(N)(=O)=O)cc1)c1ccc(Cl)cc1 (centres undefined),-4,-4,4,-15,-7,-4,12,3
O=c1[nH]c2ccc(Cl)cc2c(-c2ccccc2)c1N1CCOCC1,4,8,-2,10,0,12,2,-5
CNC(=O)C[C@@H]1CC[C@H]2[C@@H](COc3ccc(NC(=O)C(C)C)cc3C(=O)N2C)O1,nt,5,2,-8,nt,-9,-4,2
CC(Oc1ccc(S(=O)(=O)N2CCCC2)cc1[N+](=O)[O-])C(=O)NC1(C#N)CCCCC1 (centres undefined),1,15,-2,11,-5,14,6,-1
COc1ccc(C(=O)N2CCN(c3c(C)cccc3C)CC2)cc1OC,0,0,13,8,11,5,11,-5
CN(C)C(=O)c1cccc(-c2ccccc2[C@@H]2[C@@H](C#N)N(C(=O)C3CCC3)[C@H]2CO)c1,-3,-3,0,nt,-3,15,-6,nt

# Further compounds follow:
SMILES,ERAP1 HTS inh,PGC1a acetyl inh,FN deposition inh,PAX8 inh HTS,S100A4 MyoIIA,EWS-Fli block,LGR2 inh,PglD DTNB
CCC(C(=O)NCCc1ccccc1)c1ccccc1 (centres undefined),-1,0,7,12,0,3,9,-3
CCOC(=O)c1c(NC(=O)c2ccncc2)sc(C)c1C,0,nt,-14,9,2,7,-29,nt
COCCn1c(N)c(C(=S)NC(=O)c2cccs2)c(=O)[nH]c1=O,nt,32,7,18,1,10,2,-4
Nc1ccn(CC(=O)N[C@H](CO)Cc2c[nH]c3ccccc23)c(=O)n1,1,-8,10,6,0,-2,-14,-5
CC1(O)C(c2ccccc2)=Nc2ccccc21 (centres undefined),-2,-7,4,-136,-1,-48,-51,4
Cc1cc2nc(C(C)(C)C)c(CC3CCCCC3)n2c(C)c1Br,nt,nt,-5,1,-15,10,9,nt
COc1ccc(NC(=O)CSc2nnc(NC(=O)CN3CCOCC3)s2)cc1,5,nt,7,-6,-1,5,-17,nt
CCn1c(Cc2ccccc2)nnc1SCC(=O)N1CCCCC1,nt,-9,12,4,nt,nt,nt,-7
CCc1ccccc1NC(=O)c1cc(C2CC2)on1,3,1,5,-48,3,-2,-24,-5
CC(C)=CCN1CCN(Cc2cccn2-c2nccs2)CC1CCO (centres undefined),nt,nt,2,11,0,9,0,nt
O=C(COC(=O)c1ccc(S(=O)(=O)N2CCCC2)cc1)Nc1cccc(Br)c1,-2,7,-1,21,-3,3,-7,-1

# Profiles as entered above. Values in the order: ERAP1 HTS inh, PGC1a acetyl inh, FN deposition inh, PAX8 inh HTS, S100A4 MyoIIA, EWS-Fli block, LGR2 inh, PglD DTNB
# Results for COCCn1c(N)c(C(=S)NC(=O)c2cccs2)c(=O)[nH]c1=O : nt, 32, 7, 18, 1, 10, 2, -4
# Results for COc1ccc(NC(=O)CSc2nnc(NC(=O)CN3CCOCC3)s2)cc1 : 5, nt, 7, -6, -1, 5, -17, nt
# Results for CC(C)=CCN1CCN(Cc2cccn2-c2nccs2)CC1CCO (centres undefined) : nt, nt, 2, 11, 0, 9, 0, nt
# Results for O=C(COC(=O)c1ccc(S(=O)(=O)N2CCCC2)cc1)Nc1cccc(Br)c1 : -2, 7, -1, 21, -3, 3, -7, -1

# No enrichment for hits; overall some 2.1% were active at least once.
